Screening data from PubChem BioAssay.
Menin-MLL TR inh – qHTS Assay for Inhibitors Targeting the Menin-MLL Interaction in MLL Related Leukemias: Competition With Texas Red Labeled MLL-derived Mutant Peptide | hit rate 0.23% among 270,000 | Potency, µM (highest dose often 61.6 µM), without a hit: top-dose FP activity change, negative = inhibition, hits mostly inhibitors | Menin + Texas Red MLL mutant peptide, fluorescence polarization | AID 1768, 2009; active = well fitted inhibition curve with a large enough effect in the polarisation, with a control signal flat, not every such curve was filed as active; inconclusive = small, poorly fitted or top-dose-only effect, or effect the other way, or a change in a side signal; inactive = no such curve, though single readings can be large or run the other way; the % refers to the polarisation; note: potency is the fitted concentration of half-maximal effect; % of control where 0% means no effect; many of its hits are not listed in these tables
PKM2 activator – qHTS Assay for Activators of Human Muscle isoform 2 Pyruvate Kinase; Pyruvate kinase PKM (Homo sapiens), P14618; hit rate 0.34% among 260,000; purified PKM2, Kinase-Glo ATP luminescence, activation; response scale: 0% is enzyme alone, no compound; Potency, µM (top dose mostly 57.5 µM), without a hit: top-dose activation, actives largely listed as activators; note: potency is the fitted concentration of half-maximal effect; % is set by controls: 0 for no effect and ±100 for the full control effect; nearly all actives have a fitted effect of over 55% in size
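ATP formation by purified human PK-M2, quantified via coupled luciferase luminescence after 1 h at room temperature with 0.1 mM ADP and 0.5 mM PEP final.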
S-ASM inh – Inhibitors of Secretory Acid Sphingomyelinase (S-ASM): qHTS | Sphingomyelin phosphodiesterase (Homo sapiens), P17405 | placental ASM, HMU-PC fluorogenic substrate, 60 min | Potency, µM (doses to about 57.5 µM), without a hit: top-dose activity change, negative = inhibition, usual class: inhibitors | hit rate 0.006% among 340,000 | AID 504937, 2011; note: potency is the fitted concentration of half-maximal effect
Target sequence (P17405 47-631 limits assumed): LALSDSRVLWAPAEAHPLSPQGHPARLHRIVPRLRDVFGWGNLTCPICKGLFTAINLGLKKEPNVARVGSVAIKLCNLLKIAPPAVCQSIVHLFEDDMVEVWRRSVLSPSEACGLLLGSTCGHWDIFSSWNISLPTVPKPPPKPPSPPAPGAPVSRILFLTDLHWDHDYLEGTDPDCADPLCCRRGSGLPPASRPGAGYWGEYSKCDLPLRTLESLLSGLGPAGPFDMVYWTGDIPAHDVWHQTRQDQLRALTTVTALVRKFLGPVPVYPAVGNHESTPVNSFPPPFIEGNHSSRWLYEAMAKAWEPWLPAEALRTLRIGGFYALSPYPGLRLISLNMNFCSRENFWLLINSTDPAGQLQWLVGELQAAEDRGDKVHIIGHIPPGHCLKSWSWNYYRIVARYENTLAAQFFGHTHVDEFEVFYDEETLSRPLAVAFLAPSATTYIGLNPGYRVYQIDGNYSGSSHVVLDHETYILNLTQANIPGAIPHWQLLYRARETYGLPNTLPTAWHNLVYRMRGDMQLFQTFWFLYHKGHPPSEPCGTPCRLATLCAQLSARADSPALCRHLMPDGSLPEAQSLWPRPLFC
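Fluorescence read-out (Ex 386 nm, Em 447 nm) after stopping the reaction at pH 10. Enzyme: ASM from human placenta; substrate HMU-PC0, 9 uM final; 60 min, 37 °C. Compound preincubation 10 min, ambient temperature.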
Tb PFK block – qHTS Assay to Find Inhibitors of T. brucei phosphofructokinase. ATP-dependent 6-phosphofructokinase (Trypanosoma brucei brucei), O15648. T. brucei PFK, ADP-Glo luminescence. Potency, µM (doses to about 57.5 µM), for the others: top-dose activity, negative = inhibition, hits mostly inhibitors. hit rate 0.17% among 330,000. AID 485367, 2010;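 note: potency is the fitted concentration of half-maximal effect; 0% = uninhibited 1x PFK enzyme wells and -100% = no-enzyme wells; nearly all actives have a fitted effect of over 60% in size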
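In TEA buffer at pH 8.0 with 5 mM MgCl2, enzyme (1.25 nM) converted F6P (0.5 mM) and ATP (0.1 mM) for 45 min at room temperature. ADP product was read by luciferase luminescence.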
TSG101-PTAP inh – qHTS Assay for Iinhibitors of HIV-1 Budding by Blocking the Interaction of PTAP/TSG101; Tumor susceptibility gene 101 protein (Homo sapiens), Q99816; Fluorescence polarization, FITC-PTAP peptide / Tsg101 binding; Potency, µM (titrated, usually from 115 µM), for the others: at the top dose activity change, negative = inhibition, actives largely listed as inhibitors; 340,000 tested, under 10 active; active = well fitted inhibition curve with a large enough effect in the main read-out, with a control signal flat, not every such curve was filed as active; inconclusive = small, poorly fitted or top-dose-only effect, or effect the other way, or a change in a side signal; inactive = no such curve, though single readings can be large or run the other way; note: potency is the fitted concentration of half-maximal effect; % of control where 0% means no effect
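Fluorescence polarization binding of Tsg101 binding domain (10 uM final) to FITC-labeled PTAP peptide (50 nM final) in HEPES pH 7.5 buffer with NaCl, Tween 20, EDTA, TCEP. Compounds added before peptide; binding 20 min at RT.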
B2AR arrestin – qHTS assay of beta-arrestin-biased ligands of beta2-adrenergic receptor; Potency, µM (top dose mostly 46.1 µM), for inactives: top-dose activation, most hits filed as activators; beta-arrestin recruitment to beta2AR, cell-based reporter; Beta-2 adrenergic receptor (Homo sapiens), P07550; AID 492947, 2010; hit rate 0.02% among 330,000;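 note: potency is the fitted concentration of half-maximal effect; 0% = DMSO controls and full agonism = EC100 isoproterenol or metaproterenol; nearly all actives have a fitted effect of over 65% in size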
Integrin act MD – qHTS for Activators of Integrin-Mediated Alleviation for Muscular Dystrophy | alpha7betagal myoblasts, beta-gal FDG fluorescence, 48 h | Potency, µM (highest dose often 38.3 µM), inactives show at the highest dose activation, most hits filed as activators | hit rate 0.064% among 350,000 | AID 624291, 2012;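 note: potency is the fitted concentration of half-maximal effect; 100% = response of the positive control SU9516; nearly all actives have a fitted effect of over 60% in size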
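Alpha7betagal+/- myoblasts (passage 13) were plated 16-24 hr, then exposed to compounds (1:260 dilution of DMSO stock) for 48 hours at 37C. After MPER lysis, β-galactosidase reporter activity was read as FDG fluorescence (ex 480/em 540) after 30 minutes.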
Giardia killer – Small Molecules that selectively kill Giardia lamblia: qHTS. Giardia lamblia trophozoite viability. hit rate 0.15% among 340,000. activity change, % at 7.66 µM, hits read low. AID 540267, 2011; in the data active = activity change below about -80%; inconclusive = between about -30% and that limit;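 note: parasites exposed to compound for two days anaerobically before the ATP read; % is set by controls: 0 for no effect and ±100 for the full control effect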
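Viability, read as ATP luminescence: trophozoites at 100 cells/well, compound added, 48 hrs anaerobic at 37 deg C, then 15-30 min room-temperature development before reading.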
GALK inhibitor – qHTS Assay for Inhibitors of Human Galactokinase (GALK). P51570. Purified GALK, Kinase-Glo residual ATP luminescence. Potency, µM (series often up to 57.5 µM), inactives show at the top dose activity change, negative = inhibition, actives largely listed as inhibitors. hit rate 0.007% among 270,000. AID 1868, 2009; note: potency is the fitted concentration of half-maximal effect; % is set by controls: 0 for no effect and ±100 for the full control effect
Target sequence (P51570 whole entry, looked up): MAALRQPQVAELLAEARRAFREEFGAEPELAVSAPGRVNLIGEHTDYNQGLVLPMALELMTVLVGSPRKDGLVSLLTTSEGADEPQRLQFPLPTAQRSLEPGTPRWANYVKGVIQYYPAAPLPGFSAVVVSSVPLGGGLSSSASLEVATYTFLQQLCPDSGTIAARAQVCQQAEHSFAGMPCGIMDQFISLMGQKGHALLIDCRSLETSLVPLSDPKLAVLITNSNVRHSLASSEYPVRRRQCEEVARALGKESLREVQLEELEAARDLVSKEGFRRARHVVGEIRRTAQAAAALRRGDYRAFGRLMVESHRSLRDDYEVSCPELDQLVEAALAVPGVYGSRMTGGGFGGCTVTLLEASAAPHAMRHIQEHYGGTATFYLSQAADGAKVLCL
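ATP-depletion format; final 35 uM ATP, 100 uM D-galactose, 5 nM enzyme; pH 8.0 HEPES/Mg2+ buffer; 60 min RT; luminescence read 10 min after detection reagent.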
BCR signal inh – qHTS Assay to Find Inhibitors of Chronic Active B-Cell Receptor Signaling. ABC-DLBCL IkBa-CBG/CBR reporter, luminescence ratio, 4 h. Potency, µM (highest dose often 46.1 µM), inactives show at the highest dose ratio change, negative = lower green/red ratio, actives largely listed as inhibitors. hit rate 0.05% among 340,000; active = well fitted inhibition curve with a large enough effect in the signal ratio, with a control signal flat, not every such curve was filed as active; inconclusive = small, poorly fitted or top-dose-only effect, or effect the other way, or a change in a side signal; the % refers to the signal ratio;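 note: potency is the fitted concentration of half-maximal effect; plate controls were basal doxycycline-induced cells for no effect and cells given 10 µM MG132 for full effect; MG132 reads +100%, hits lower the ratio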
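Doxycycline induced both beetle luciferases in TMD8 lymphoma cells; IKK-driven degradation limits the IkappaBalpha-fused green signal, while red luminescence normalises for cell number and nonspecific effects. Compounds tested up to 46 uM, 4 hrs.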
FBPA coupling cs – qHTS Assay for Inhibitors of Fructose-1,6-bisphosphate Aldolase from Giardia Lamblia: Coupling assay counterscreen; coupling enzyme system counterscreen, AmpLite Red fluorescence; activity change, negative = inhibition, % at 58.2 µM, hits read low; hit rate 0.67% among 290,000; AID 2472, 2010; in the data active = activity change below about -30%; note: % is set by controls: 0 for no effect and ±100 for the full control effect
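Activity here indicates interference with the coupling reaction, not aldolase inhibition. Compounds at 57.5 uM final met coupling enzymes for 10 min at RT; substrate and AmpLite Red detection followed, with a 525/598 nm fluorescence read after 20 min.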
Starred values were filed as active, the others as inactive; ? = inconclusive; . = no result given; [ ] = another dose, or the depositor's remark. Unless noted, calls come from the whole dose curve; as a rule, active = well fitted curve in the direction sought with a large enough effect; inconclusive = small, poorly fitted or top-dose-only effect, or another doubt; inactive = no such curve, though single readings can be large; an effect the other way counts as inactive or inconclusive. The list is partial; rates above refer to the full screens.

SMILES	Menin-MLL TR inh	PKM2 activator	S-ASM inh	Tb PFK block	TSG101-PTAP inh	B2AR arrestin	Integrin act MD	Giardia killer	GALK inhibitor	BCR signal inh	FBPA coupling cs
Cc1ccc(S(=O)(=O)Nc2ccccc2C(=O)N2CCCCC2)cc1	.	.	6%	3%	-8%	0.5%	-16%	?	-2%	1%	.
Cc1[nH]c(=O)c(C#N)cc1-c1ccccc1	-3%	-22%	3%	3%	-3%	0.2%	-3%	-11	-2%	-5%	-2
COc1ccc(Oc2nc(-c3ccccn3)nc3ccccc23)cc1	.	-11%	-8%	-11%	-2%	0.0%	-47%	-8	0%	?	-1
COc1ccc([N+](=O)[O-])cc1NC(=O)c1ccc(-n2nc(C)cc2C)cc1	13%	-3%	-9%	2%	2%	0.3%	3%	0	-1%	2%	0
Cc1cccc(OCCCn2c(CO)nc3ccccc32)c1	.	5%	0%	1%	3%	-0.7%	-30%	9	-2%	-2%	-7
NC(=O)COC(=O)c1c2c(nc3ccccc13)CCCCC2	9%	.	2%	-5%	-4%	0.1%	21%	4	5%	0%	1
Cc1nnc(-c2ccc(Oc3ccc(Br)cc3)c([N+](=O)[O-])c2)o1	-1%	0%	0%	-1%	-1%	-1.6%	-38%	11	-3%	3%	3
N#Cc1ccc(COC(=O)c2cc(=O)c3ccccc3o2)cc1	-13%	-12%	-8%	-2%	-13%	-1.6%	10%	9	10%	9%	0
C=CCC(CC=C)(NC(=O)c1ccccc1C(=O)O)c1ccccc1	-13%	-19%	3%	0%	-2%	-0.4%	?	1	1%	?	2
COc1cccc(-c2csc(/C(C#N)=C/Nc3cc4oc5ccccc5c4cc3OC)n2)c1	8%	1%	5%	-1%	?	-0.8%	7%	3	-1%	2%	4
COc1cccc(CN2C(=O)C3CCCN3c3ccc(S(=O)(=O)N4CCOCC4)cc32)c1 (centres undefined)	7%	-1%	.	-2%	.	-0.4%	.	.	2%	-3%	0
CCOC(=O)C1CCN(S(=O)(=O)c2cccc(-c3csc(C)n3)c2)CC1	7%	4%	-2%	0%	0%	-0.2%	-24%	15	0%	?	5

Continued; it opens with the two that closed the last part.
SMILES	Menin-MLL TR inh	PKM2 activator	S-ASM inh	Tb PFK block	TSG101-PTAP inh	B2AR arrestin	Integrin act MD	Giardia killer	GALK inhibitor	BCR signal inh	FBPA coupling cs
COc1cccc(CN2C(=O)C3CCCN3c3ccc(S(=O)(=O)N4CCOCC4)cc32)c1 (centres undefined)	7%	-1%	.	-2%	.	-0.4%	.	.	2%	-3%	0
CCOC(=O)C1CCN(S(=O)(=O)c2cccc(-c3csc(C)n3)c2)CC1	7%	4%	-2%	0%	0%	-0.2%	-24%	15	0%	?	5
Cc1nn(-c2ccccc2)c(N)c1N=Nc1ccc2ccccc2c1	?	-2%	-19%	-4%	2%	-0.1%	?	-8	.	?	-2
CC(Oc1ccccc1Cl)C(=O)Nc1ccccc1C(=O)N1CCOCC1 (centres undefined)	-16%	-4%	3%	2%	-1%	0.5%	0%	-10	4%	?	0
CC(C)NCC(=O)NC12CC3CC(CC(C3)C1)C2	-2%	-19%	-3%	-3%	0%	-0.7%	-4%	-25	2%	-2%	-2
Cc1cc(N2CCCCC2)nc2ccc(NC(=O)c3ccc(Br)o3)cc12	?	4%	3%	2%	0%	-0.9%	-14%	0	0%	?	-4
Cc1nn(CCC#N)c2nc(C(F)(F)F)[nH]c(=O)c12	0%	-2%	5%	3%	-2%	0.5%	8%	-28	6%	2%	-9
O=C(C1=NOC(CNc2ncc(C(F)(F)F)cc2Cl)C1)N1CCOCC1 (centres undefined)	-1%	-16%	2%	-22%	-5%	-0.6%	-10%	1	1%	-3%	-3
CC(=O)Oc1ccc2c(c1)C(=O)c1ccccc1C2=O	30%	.	0%	-2%	-3%	0.2%	5%	-15	-3%	?	-2
O=C(NCc1ccccc1)C(c1ccc(F)cc1)N(Cc1ccc2c(c1)OCO2)C(=O)Cn1nnc(-c2cccs2)n1 (centres undefined)	-25%	1%	-4%	0%	-8%	5.8%	4%	6	-2%	16%	-1
CCn1c(CC(=O)Nc2ccc(Cl)c(Cl)c2)nnc1SCc1ccc(C)cc1	0%	4%	2%	6%	-3%	-0.7%	-1%	-1	0%	-4%	-2
O=C(NC1CCN(C(=S)NCCc2ccccc2)CC1)C1CC1	-5%	2%	4%	2%	-13%	-0.2%	?	15	0%	?	-6
Oc1c(C(c2cccs2)N2CCC3(CC2)OCCO3)sc2ncnn12 (centres undefined)	-5%	1%	6%	0%	-6%	-0.3%	-12%	-11	2%	0%	1
CCc1cccc(NC(=O)CN(C)S(=O)(=O)c2cnc[nH]2)c1	-24%	0%	0%	-3%	-2%	0.2%	3%	3	-3%	?	1
COc1ccc2c(c1OC)C(=O)N1N=C(c3ccc(-c4ccccc4)cc3)CC21 (centres undefined)	-10%	1%	-7%	-4%	-8%	0.1%	?	?	1%	-3%	-2
CC(C)NC(=O)c1ccc2c(c1)S(=O)(=O)c1ccccc1C2=O	-1%	6%	-3%	5%	1%	-1.1%	2%	-14	-1%	?	3
CCCCCn1c(=O)c(-c2nc3ccccc3c(=O)[nH]2)c(O)c2ccccc21	-4%	0%	.	3%	.	-0.3%	.	.	-2%	8%	2
COc1cccc(OC)c1OCCOc1ccc(C(=O)c2ccccc2)cc1	8%	-5%	-3%	-1%	-1%	-2.8%	1%	15	2%	1%	0
O=C(C1COc2ccccc2O1)N1CCN(S(=O)(=O)c2ccccc2)CC1 (centres undefined)	-13%	11%	2%	2%	-2%	-0.8%	26%	7	3%	-1%	-2
COc1ccc(N2CCN(C(=O)C3CCN(S(=O)(=O)N4CCOCC4)CC3)CC2)cc1	-11%	-1%	-2%	0%	1%	0.4%	-27%	25	1%	5%	1
CC(C)NS(=O)(=O)c1ccc(Br)c(C(=O)OC(C)C(=O)NC2CCCCC2C)c1 (centres undefined)	.	.	5%	-3%	-6%	-0.5%	-1%	-6	.	4%	.
O=C(O)CC(NC(=O)C(c1ccccc1)c1ccccc1)c1ccco1 (centres undefined)	0%	2%	3%	-4%	-1%	0.3%	-18%[1.53 µM]	-9	-2%	?	6
CC(=O)NC(CC(=O)OCC(=O)N1CCc2ccccc21)c1ccccc1 (centres undefined)	-2%	.	23%	-2%	-3%	0.5%	5%	-14	7%	-6%	0
COc1ccc(Cl)cc1N1C(=NC(=O)C2CCCO2)SC2CS(=O)(=O)CC21 (centres undefined)	-3%	.	0%	0%	0%	0.2%	5%	6	-3%	-7%	1
C=CCc1cccc2cc(C(=O)OCC)c(=O)oc12	-2%	7%	3%	3%	-2%	-0.3%	10%	4	.	?	1
O=C(Nc1ccccc1F)C1CCN(C(=O)NCc2ccccc2)CC1	-15%	2%	6%	1%	2%	0.0%	-10%	13	16%	-3%	-1
COc1ccc(N2CCN(C(=O)c3cc(N4C(=O)C5C6CCC(C6)C5C4=O)ccc3Cl)CC2)cc1 (centres undefined)	-15%	-18%	-1%	1%	-2%	3.3%	9%	18	-2%	4%	-1
CCc1ccc(NC(=O)COC(=O)CCc2nc3cc(S(=O)(=O)N(CC)CC)ccc3n2C)cc1	0%	13%	-7%	5%	-1%	0.3%	9%	4	0%	4%	3
CC1(c2nnc(-c3ccc(Cl)cc3)o2)CC(c2cccc(Cl)c2)=NO1 (centres undefined)	.	-10%	-4%	-20%	-2%	-0.9%	-11%	18	1%	?	1
Fc1ccc(OCCCCN2CCOCC2)cc1	-3%	10%	0%	0%	-6%	-0.1%	10%	-19	0%	7%	0
CC(=O)OC(COc1ccccc1)Cn1cnc2ccccc21 (centres undefined)	6%	6%	-2%	1%	-6%	0.1%	-5%	-6	0%	3%	5
Cc1ccc(NS(=O)(=O)c2cc(C(=O)N3CCc4ccccc4C3)ccc2Cl)cc1	-18%	1%	-12%	0%	-6%	0.7%	-5%	13	-2%	0%	0
